High-throughput results (PubChem)
APP transl inh – inhibitors of APP translation via 5'UTR reporter, primary screen, APP 5'UTR luciferase, SH-SY5Y cells; AID 1285, 2008; SH-SY5Y APP 5'UTR-luciferase reporter, luminescence; inhibition, % at 2 µM; hit rate 0.82% among 190,000;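 active means inhibition above a set limit, derived from the sample mean plus 3 SD, cut at about 45% in these data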; further: values of inactives mirror those of a sister screen read the other way
STAT3 activator – IL-6 driven STAT3 reporter potentiators, primary screen, U3A cells, luciferase, luminescence, MLSCN library. IL-6 STAT3-luciferase reporter; 100% = signal with IL-6 EC80 alone. activation (% of control), % at 5.6 µM. hit rate 0.91% among 190,000;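 active means activation above the screen-wide mean of compound activation plus 3 SD, cut at about 130% in these data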;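 further: 0% = background luminescence of wells with medium and substrate only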
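Material: human U3A cells carrying STAT3-luciferase construct. Measured by: reporter luminescence signal. Timing: compound 1 h, then IL-6 6 h at 37 °C.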
APP 5'UTR act – activators of APP 5'UTR luciferase reporter, primary screen, SH-SY5Y cells. SH-SY5Y APP 5'UTR luciferase reporter, luminescence; zero percent = DMSO vehicle wells. hit rate 1% among 190,000. activation, % at 2 µM;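 active means activation above a set limit, based on mean plus 3 SD of controls, cut at about 140% in these data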; further: values of inactives mirror those of a sister screen read the other way
RAM inhibit – inhibitors of the yeast RAM network, primary screen, dse1pr::URA3 reporter, 5-FOA selection. inhibition, % at 50 µM. hit rate 1.8% among 190,000. S. cerevisiae dse1pr::URA3 reporter, 5-FOA growth OD615, 2 d; analog-sensitive cbk1-as2 kinase mutant strain. AID 868, 2007;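 active means inhibition above a set limit, 3 SD over mean compound inhibition, cut at about 8.4% in these data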;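 further: 0% = DMSO-only wells with no growth and 100% = 10 µM 1-NA-PP1 full growth; inhibition rescues growth on 5-FOA so higher OD means more RAM inhibition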
STAT3 inh – IL-6 driven STAT3 reporter inhibitors, primary screen, U3A cells, luciferase, luminescence, MLSCN library; hit rate 0.89% among 190,000; inhibition, % at 5.5 µM; IL-6 STAT3-luciferase reporter; host cell line lacks STAT1;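 active means inhibition above the mean inhibition across all screened compounds plus 3 SD, cut at about 44% in these data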;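 further: 0% = DMSO only wells and 100% = 100 µM nifuroxazide control wells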
NF-kB expr up – activators of NF-kB expression in neurons, primary screen, cell-based, HTS | human neuronal cells, NF-kB reporter expression; hits give high values | fold change at 12.5 µM | hit rate 1.6% among 190,000 | AID 1239, 2008; in the data active means fold change above about 3.3
FLuc inh counter – firefly luciferase enzyme inhibitors, primary screen, artefact control for luciferase-based inhibitor screens, biochemical, luminescence, ATPLite. 10 min. hit rate 1.5% among 200,000. inhibition, % at 10 µM. Luciferin 4-monooxygenase (Photinus pyralis), P08659. AID 1006, 2008;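 active means inhibition above about 50% when tested at 10 µM, limit read from the data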
Target sequence (P08659 whole entry, looked up): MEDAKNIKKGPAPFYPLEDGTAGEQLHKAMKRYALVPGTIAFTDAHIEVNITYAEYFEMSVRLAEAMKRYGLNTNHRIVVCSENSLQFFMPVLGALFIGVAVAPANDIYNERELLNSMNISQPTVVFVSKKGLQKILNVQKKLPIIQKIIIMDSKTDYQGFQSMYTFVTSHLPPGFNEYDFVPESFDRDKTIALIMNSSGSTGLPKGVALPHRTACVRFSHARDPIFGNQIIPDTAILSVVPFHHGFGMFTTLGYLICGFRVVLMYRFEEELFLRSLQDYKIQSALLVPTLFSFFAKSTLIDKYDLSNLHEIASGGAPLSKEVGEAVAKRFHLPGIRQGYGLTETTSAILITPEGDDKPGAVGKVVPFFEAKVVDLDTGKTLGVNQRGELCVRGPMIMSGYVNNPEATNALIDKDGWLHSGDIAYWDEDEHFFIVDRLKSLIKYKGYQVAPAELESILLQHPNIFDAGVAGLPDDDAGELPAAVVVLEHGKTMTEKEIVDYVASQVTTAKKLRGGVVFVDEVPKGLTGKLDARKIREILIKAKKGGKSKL
Hsp70 activator – Hsp70 transcriptional activators, primary screen, cell-based, HeLa, Hsp70 promoter luciferase, luminescence, 10 µM; HeLa Hsp70 promoter luciferase reporter; scaled: vehicle 0, proteasome-inhibitor control 100%; activation, % at 10 µM; hit rate 0.04% among 200,000;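 active means activation above the mean across all tested compounds plus 3 SD, cutoff set per campaign, cut at about 5.5% in these data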;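 further: 100% = MG132 at 30 µM as the positive control and 0% = DMSO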
STAT1 blocker – STAT1 signaling inhibitors, primary screen, cell-based, HTS, luciferase reporter; NIH 3T3 STAT1-luciferase reporter, IFN-gamma, luminescence; inhibition, % at 5.5 µM; hit rate 0.35% among 200,000;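 active means inhibition above a set limit, the mean inhibition across all tested compounds plus 3 SD, cut at about 34% in these data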;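 further: 0% = IFN-gamma with DMSO and 100% = IFN-gamma with 300 µM nifuroxazide; values of inactives mirror those of a sister screen read the other way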
STAT1 activator – STAT1 signaling activators, primary screen, cell-based, HTS, luciferase reporter; activation (% of control), % at 5.5 µM; AID 932, 2007; NIH 3T3 STAT1-luciferase reporter, IFN-gamma, luminescence; 100% = IFN-gamma alone, no compound; hit rate 2.6% among 200,000;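 active means activation above the screen-wide mean activation plus 3 SD, cut at about 130% in these data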;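 further: raw ratio to IFN-gamma control signal so 100% means no change and 0% no light; values of inactives mirror those of a sister screen read the other way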
Active calls of the source: *; · = not tested or not shown. Compounds were not picked by outcome (roughly 7.7% active in at least one column).

SMILES	APP transl inh	STAT3 activator	APP 5'UTR act	RAM inhibit	STAT3 inh	NF-kB expr up	FLuc inh counter	Hsp70 activator	STAT1 blocker	STAT1 activator
COc1ccc(NC(=S)NC(C)C(c2ccccc2)N2CCOCC2)cc1 (configuration not stated)	6.9	95.8	-6.9	5.0	6.4	1.08	-7.1	-0.3	2.2	96.6
Cc1cccc(C(=O)N2CCN(Cc3ccc4c(c3)OCO4)CC2)c1	3.1	109.0	-3.1	2.4	-6.1	1.02	-7.0	-0.3	-13.3	112.1
COc1ccc(NC(=S)N(Cc2cccnc2)Cc2ccco2)cc1	-37.8	102.7	37.8	1.4	3.7	1	-6.2	-0.2	9.3	90.0
O=C(C1CCCN1S(=O)(=O)c1cccc2cccnc12)N1CCn2c1nc1ccccc12 (configuration not stated)	1.5	103.3	-1.5	-0.1	1.3	0.88	-4.3	-0.3	2.1	98.2
CC(Sc1nnc(-c2cccs2)n1-c1ccccc1)C(=O)NCc1ccc2c(c1)OCO2 (configuration not stated)	6.8	110.3	-6.8	0.7	-8.5	0.87	-7.2	-0.3	5.6	94.8
CCOc1ccc2nc(Nc3nc4ccc(NC(C)=O)cc4s3)sc2c1	5.8	97.0	-5.8	2.3	3.5	0.85	8.7	-0.2	-7.1	106.3
NC(=O)CN1CCOCCOCCOCCOCCOCC1	3.5	112.7	-3.5	3.2	-14.7	1.1	-0.7	0.4	2.8	97.5
O=C(CCN1C(=O)c2ccccc2C1=O)N1CCN(c2ccccc2)CC1	-12.3	82.7	12.3	2.9	26.5	1.07	-9.8	-0.4	-8.9	109.6
CCOC(=O)c1c(NC(=O)Cn2cnc([N+](=O)[O-])n2)sc2c1CCC(C)C2 (configuration not stated)	4.6	95.2	-4.6	3.5	6.3	1.02	-5.1	0.1	-2.9	102.6
CCOc1ccccc1NC(=O)c1cccc(S(=O)(=O)N(Cc2ccccc2)c2ccccc2OC)c1	-1.9	104.5	1.9	5.7	-4.5	0.83	-9.0	-0.2	4.5	95.9
COc1ccc2nc(NC(=O)c3cccc(OCc4c(C)noc4C)c3)sc2c1	86.1*	96.8	-86.1	2.9	10.0	1.2	34.1	-0.1	-24.7	121.8
Nc1ccc2c(c1)C(=O)N(CCCC(=O)O)C2=O	3.4	103.2	-3.4	0.9	5.2	1.27	2.8	-0.2	-1.1	101.0
Nc1nc2ccccc2nc1N1CCCC1	-3.3	100.8	3.3	1.2	2.5	1.21	-3.4	-0.4	-5.4	104.9
O=C(/C=C\c1ccccc1OC(=O)c1ccccc1F)c1cc2ccccc2o1	-86.9	118.1	86.9	8.0	-17.3	4.29*	19.2	0.3	4.1	96.3
COc1cc2[nH]c(=S)n(C3CCN(Cc4ccccc4)CC3)c(=O)c2cc1OC	-32.6	113.9	32.6	0.1	-9.0	1.04	-7.8	-0.3	-8.4	105.7
Cc1cc(C)cc(OCC(=O)Nc2ccc(S(=O)(=O)Nc3ccccn3)cc2)c1	-7.9	105.2	7.9	6.5	-0.1	1.03	-2.0	-0.1	-13.9	112.7
O=C(COc1ccc(Oc2ccccc2)cc1)NCc1cn2ccccc2n1	18.2	118.5	-18.2	1.0	-8.7	1.5	-3.8	-0.3	-10.7	108.0
CCn1c(C)nc2cc(S(=O)(=O)N3CCCCC3)ccc21	25.2	97.1	-7.2	1.5	9.7	0.99	-2.3	-0.4	-0.4	99.3
CSCC[C@H](NC(=O)CCn1nnc2ccccc2c1=O)C(=O)O	1.4	138.5*	-1.4	0.6	-38.7	1.04	-3.7	0.3	-2.8	102.6
O=C(c1ccco1)N1N=C(c2ccncc2)CC1(O)C(F)(F)F (configuration not stated)	12.3	107.2	-12.3	2.6	-6.0	0.82	1.0	-0.3	-14.1	111.4
CCCc1cc(-c2[nH]ncc2-c2ccc(C(=O)OCC)o2)c(O)cc1O	15.8	96.8	-15.8	6.0	8.9	0.66	-1.1	-0.1	-0.2	100.2
CCOC(=O)c1sc(Nc2nc3c(F)cccc3s2)cc1C	-89.7	144.8*	89.7	4.4	-53.0	1.39	-1.7	-0.4	0.6	99.5
CCOC(=O)C(NC(C)=O)(N1CCc2ccccc2C1)C(F)(F)F (configuration not stated)	2.2	108.4	-2.2	0.1	-3.4	0.86	-3.7	0.1	7.5	93.1
O=c1cc2c(nn1Cc1ccc(F)cc1)-c1ccccc1CC2	-4.2	112.1	4.2	-0.1	-1.0	0.95	-11.0	-0.1	-3.4	102.3
COc1cccc(NC(=O)CSc2nc3c(oc4ccccc43)c(=O)[nH]2)c1	5.5	98.9	-5.5	5.6	1.2	1.06	59.5*	-0.3	-3.4	103.0
CCn1cc(C(=O)OCC(=O)OC2CC(C)CCC2C(C)C)c(=O)c2ccc(C)nc21 (configuration not stated)	-7.0	96.9	7.0	1.7	6.5	0.91	-5.1	-0.3	3.0	97.3
Cc1cc(=O)n2[nH]c(N)c(N=Nc3ccccc3)c2n1	17.3	103.4	-17.3	0.1	-1.2	1.08	-1.7	-0.2	-7.0	106.1
S=c1[nH]c(-c2ccc(Br)cc2)cn1CCc1ccccc1	-4.6	93.8	4.6	5.1	13.3	1.36	-11.1	-0.5	-2.2	100.1
CC1=NCCN1S(=O)(=O)c1cccc([N+](=O)[O-])c1	11.4	100.7	-11.4	2.2	10.6	1.03	-6.0	-0.2	-13.6	111.5
COc1ccc(CN(CCCN2CCOCC2)C(=O)Nc2cccc(Cl)c2)cc1OC	4.0	99.2	-4.0	-0.2	6.7	0.95	0.4	-0.4	-3.7	103.3
O=c1[nH]c(-c2cccs2)nc2ccccc12	-4.6	83.1	4.6	0.0	21.6	1.81	11.6	0.0	-8.8	108.2
Cc1sc(NC(=O)c2ccco2)c(CN2CCN(Cc3ccccc3)CC2)c1C	1.0	105.0	-1.0	1.7	-1.2	0.98	3.2	0.0	-1.6	98.4
C#CCOCCOCCOCCNc1nc(N2CCOCC2)nc(N2CCN(C(=O)[C@H](CCCCN)n3cc([C@@H](N)CO)nn3)CC2)n1	-9.5	·	9.5	-1.5	·	1.3	-8.4	0.3	5.6	96.2
Cc1ccc2c(Cl)cc(Cl)c(OCC(=O)OCC(=O)Nc3ccc(C#N)cc3)c2n1	5.3	101.2	-5.2	0.2	-2.5	1.15	-0.4	-0.3	-7.9	107.0
Cc1ccc(S(=O)(=O)N(CC(O)CN(C)C)c2ccccc2)cc1 (configuration not stated)	12.5	97.9	-12.5	-0.9	3.7	1.16	-5.8	-0.6	6.8	92.7
CSc1ccccc1C(=O)C1CCCN(C(=O)NC(C)C)C1 (configuration not stated)	-30.8	103.5	30.8	1.6	0.4	0.97	2.8	-0.1	-16.1	113.0
O=C(c1cc2nc(-c3ccco3)cc(C(F)(F)F)n2n1)N1CCN(c2ccccn2)CC1	16.4	100.3	-16.4	0.6	3.7	0.3	-4.7	0.3	-1.4	101.3
COc1cccc(C(=O)N(c2ccc(OC)cc2OC)C2C=CS(=O)(=O)C2)c1 (configuration not stated)	-5.0	103.3	5.0	1.0	0.0	1.1	-9.0	-0.5	3.8	96.6
COCCNC(=O)C(c1ccc(C)o1)N(Cc1ccco1)C(=O)c1snc(C(N)=O)c1N (configuration not stated)	4.0	105.1	-4.0	0.9	-2.9	0.96	-6.4	-0.2	-2.3	102.1
O=C(Nc1ccc(F)cc1)Nc1nnc(COc2ccccc2F)s1	0.6	102.2	-0.6	0.7	2.1	1.07	-3.8	-0.2	-6.4	104.5

Ordered by the number under APP 5'UTR act (highest first): some entries from above
Molecule | APP 5'UTR act
O=c1cc2c(nn1Cc1ccc(F)cc1)-c1ccccc1CC2 | 4.2
O=C(Nc1ccc(F)cc1)Nc1nnc(COc2ccccc2F)s1 | -0.6
CSCC[C@H](NC(=O)CCn1nnc2ccccc2c1=O)C(=O)O | -1.4

Next section
SMILES	APP transl inh	STAT3 activator	APP 5'UTR act	RAM inhibit	STAT3 inh	NF-kB expr up	FLuc inh counter	Hsp70 activator	STAT1 blocker	STAT1 activator
Cc1cc(C)n(-c2nnc(C)n2N)n1	-1.4	100.9	1.4	0.0	4.7	0.98	-7.1	0.0	-4.1	103.7
O=S(=O)(c1ccc(Cl)cc1)N1CCNCC1	-4.0	103.7	4.0	0.9	2.6	1.13	-4.8	-0.3	-6.5	104.7
Cc1cc(NC(=O)CSc2ncccn2)no1	1.1	113.0	-1.1	-0.2	-15.2	1.16	-3.2	-0.2	4.6	95.8
Cc1cc(C(=O)N2CCCCCC2)cs1	-11.0	105.5	11.0	0.6	-4.7	1.11	-7.0	-0.1	-2.1	102.0
COc1ccc(-n2c(SCC(=O)C(C)(C)C)nc3ccsc3c2=O)cc1	-0.1	91.5	0.1	6.3	11.9	0.95	-0.9	0.0	0.3	98.8
CC1CC(=O)c2cnc(N)nc2C1 (configuration not stated)	1.3	94.8	-1.2	0.7	10.3	1.04	-3.0	-0.1	9.2	91.6
O=C(CCCOc1ccccc1)Nc1ccncc1	6.3	94.8	-6.2	0.1	10.4	1.12	-2.6	-0.2	-6.8	104.6
Cc1cc2c(c(/C=C/C(=O)c3ccccc3)c1)OC1(C=C2)Oc2ccccc2C(=O)N1C (configuration not stated)	0.0	105.3	0.0	2.9	-5.0	1.52	-7.4	-0.3	6.9	92.3
Cc1cccc2cc(/C=N/NC(=O)CN3CCCCC3)c(Cl)nc12	-2.5	95.6	2.5	-0.8	11.2	1.1	-2.4	-0.2	-7.2	104.6
Cc1ccc(NC(=O)CSCC(N)=O)cc1C	9.6	98.1	-9.6	2.1	6.0	1.21	-2.6	-0.2	-9.4	108.7
O=C(CSc1nnc(-c2ccccn2)n1Cc1ccccc1)N1CCOCC1	3.5	107.8	-3.5	1.7	-5.3	1.15	-4.0	-0.3	6.6	93.6
CSc1nsc(SC)c1NC(=O)N1CCCC1	9.4	87.9	-9.4	-1.1	18.2	1.03	-8.2	0.0	-7.0	106.3
CCOC(=O)C1(Cc2ccccc2Cl)CCN(C(=O)c2cnccn2)CC1	-41.8	110.2	41.8	-0.5	-7.1	2.72	-1.5	0.6	-56.7	149.4*
COc1nnc(-c2ccc(N3CCOCC3)c(NC(=O)C3CCCCC3)c2)c2ccccc12	-13.3	106.9	13.3	2.3	-0.3	0.76	-0.9	-0.1	4.1	96.3
O=C(Cc1ccc(S(=O)(=O)N2CCOCC2)s1)NCCC(c1ccccc1)c1ccccc1	-3.9	104.1	3.9	4.2	-4.6	0.7	-4.4	0.0	2.9	97.3
CS(=O)(=O)N(Cc1ccccc1Cl)c1ccc(C(=O)NCc2ccccn2)cc1	2.0	106.6	-2.0	2.7	-9.8	2.04	-3.1	-0.3	2.2	98.0
